# BioA inh – blocks M. tuberculosis BioA enzyme activity | purified M. tuberculosis BioA enzyme, plate reader | inhibition, % at 9.99 µM | 0.096% of 360,000 active | AID 602481; in the data active = inhibition above about 40%
# The depositor's hits bear a star. Only part of the results is shown (hit frequency here may not be typical).
SMILES,BioA inh
CO[C@H]1CN(C)C(=O)c2ccc(NC(=O)c3ccccc3F)cc2OC[C@@H](C)N(CC2CCOCC2)C[C@H]1C,-1.2
O=C(C[C@H]1CC[C@@H]2[C@H](COC[C@@H](O)CN2Cc2ccccc2F)O1)NCc1ccccc1F,-0.6
CC(=O)N(C)C[C@H]1Oc2cc(C#CC3(O)CCCC3)ccc2S(=O)(=O)N([C@@H](C)CO)C[C@H]1C,-1.6
O=S(=O)(N[C@H]1CC[C@H](CCn2cc(C3(O)CCCC3)nn2)O[C@@H]1CO)c1ccc(Cl)cc1,0.3
CN1CCCCN2[C@H](CO)[C@H](c3ccc(C4=CCCC4)cc3)[C@H]2C1,-10.4
C[C@@H]1CN([C@H](C)CO)C(=O)c2cc(C#Cc3ccccc3F)cnc2O[C@@H]1CN(C)C(=O)Cc1cccnc1,2.2
COc1ccc(CN(C)C[C@@H]2OCCCC[C@@H](C)Oc3ccc(NS(=O)(=O)c4ccc(C)cc4)cc3C(=O)N([C@H](C)CO)C[C@@H]2C)cc1,-0.1
C[C@H]1CN([C@@H](C)CO)C(=O)Cc2cc(NS(=O)(=O)c3ccc(Cl)cc3)ccc2O[C@H]1CN(C)Cc1ccc(Cl)c(Cl)c1,-0.3
COCC(=O)N(C)C[C@H]1Oc2ncc(C#Cc3ccccc3OC)cc2C(=O)N([C@@H](C)CO)C[C@@H]1C,1.5
C[C@H](CO)N1C[C@H](C)[C@@H](CN(C)S(=O)(=O)c2ccc(Cl)cc2)Oc2ccc(NC(=O)CCN3CCOCC3)cc2CC1=O,6.3
Cc1noc(C)c1NC(=O)Nc1ccc2c(c1)C(=O)N([C@H](C)CO)C[C@H](C)[C@@H](CN(C)S(=O)(=O)c1cn(C)cn1)OCCCC[C@@H](C)O2,0.5
C[C@H]1CN([C@@H](C)CO)C(=O)c2cc(C3=CCCCC3)cnc2O[C@H]1CN(C)Cc1ccccc1C(=O)O,-3.0
CCCC#Cc1cnc2c(c1)C(=O)N([C@H](C)CO)C[C@@H](C)[C@@H](CN(C)C(=O)C1CC1)O2,1.0
COc1ccc(CN(C)C[C@H]2Oc3ccc(NC(=O)Nc4ccc(C(F)(F)F)cc4)cc3C(=O)N([C@H](C)CO)C[C@H]2C)cc1,-0.6
O=C(C[C@H]1C=C[C@H](NC(=O)C2CCC2)[C@@H](CO)O1)NC1CCC1,-1.9

# Sorted by number of heavy atoms (smallest number first): part of the list above.
SMILES,BioA inh
O=C(C[C@H]1C=C[C@H](NC(=O)C2CCC2)[C@@H](CO)O1)NC1CCC1,-1.9
CN1CCCCN2[C@H](CO)[C@H](c3ccc(C4=CCCC4)cc3)[C@H]2C1,-10.4
CCCC#Cc1cnc2c(c1)C(=O)N([C@H](C)CO)C[C@@H](C)[C@@H](CN(C)C(=O)C1CC1)O2,1.0
O=S(=O)(N[C@H]1CC[C@H](CCn2cc(C3(O)CCCC3)nn2)O[C@@H]1CO)c1ccc(Cl)cc1,0.3
O=C(C[C@H]1CC[C@@H]2[C@H](COC[C@@H](O)CN2Cc2ccccc2F)O1)NCc1ccccc1F,-0.6
COCC(=O)N(C)C[C@H]1Oc2ncc(C#Cc3ccccc3OC)cc2C(=O)N([C@@H](C)CO)C[C@@H]1C,1.5
C[C@H]1CN([C@@H](C)CO)C(=O)c2cc(C3=CCCCC3)cnc2O[C@H]1CN(C)Cc1ccccc1C(=O)O,-3.0
C[C@@H]1CN([C@H](C)CO)C(=O)c2cc(C#Cc3ccccc3F)cnc2O[C@@H]1CN(C)C(=O)Cc1cccnc1,2.2
C[C@H]1CN([C@@H](C)CO)C(=O)Cc2cc(NS(=O)(=O)c3ccc(Cl)cc3)ccc2O[C@H]1CN(C)Cc1ccc(Cl)c(Cl)c1,-0.3
C[C@H](CO)N1C[C@H](C)[C@@H](CN(C)S(=O)(=O)c2ccc(Cl)cc2)Oc2ccc(NC(=O)CCN3CCOCC3)cc2CC1=O,6.3
COc1ccc(CN(C)C[C@H]2Oc3ccc(NC(=O)Nc4ccc(C(F)(F)F)cc4)cc3C(=O)N([C@H](C)CO)C[C@H]2C)cc1,-0.6
COc1ccc(CN(C)C[C@@H]2OCCCC[C@@H](C)Oc3ccc(NS(=O)(=O)c4ccc(C)cc4)cc3C(=O)N([C@H](C)CO)C[C@@H]2C)cc1,-0.1

# (continued)
SMILES,BioA inh
C[C@H]1CN([C@@H](C)CO)C(=O)c2cc(C#CC3CCCCC3)cnc2O[C@@H]1CN(C)C(=O)NC1CCCC1,-1.1
C[C@H]1CN([C@@H](C)CO)C(=O)c2cc(C3=CCCCC3)cnc2O[C@@H]1CN(C)C(=O)c1ccc(F)cc1,7.3
COCCNC(=O)C[C@H]1CC[C@H]2[C@@H](COC[C@@H](O)CN2C(=O)Nc2ccccc2OC)O1,-6.4
Cc1noc(C)c1S(=O)(=O)Nc1ccc2c(c1)C(=O)N([C@H](C)CO)C[C@H](C)[C@H](CN(C)Cc1ccc3c(c1)OCO3)O2,0.4
CCC(=O)Nc1ccc2c(c1)OC[C@@H](C)N(CCc1ccccc1)C[C@@H](C)[C@H](OC)CN(C)C2=O,2.0
CCNC(=O)C[C@H]1CC[C@@H]2[C@H](COC[C@@H](O)CN2C(=O)Nc2ccc3c(c2)OCO3)O1,2.3
CCCNC(=O)Nc1ccc2c(c1)OC[C@H](C)N(Cc1cccnc1)C[C@@H](C)[C@@H](OC)CN(C)C2=O,-0.4
O=C(N[C@H]1CC[C@H](CCn2cc(-c3ccc(F)cc3)nn2)O[C@@H]1CO)c1cnccn1,-1.8
CO[C@@H]1CN(C)C(=O)c2ccc(NS(C)(=O)=O)cc2OC[C@H](C)N(C(=O)NC(C)C)C[C@H]1C,-0.8
CN1c2ccc(-c3ccccc3)cc2[C@H]2[C@H](CCN2C(=O)CC2CC2)[C@@H]1CO,3.2
CCNC(=O)[C@H]1[C@H](CO)[C@H]2Cn3c(ccc(C4=CCCCC4)c3=O)[C@H]2N1C(=O)CC1CC1,0.5
Cc1noc(C)c1NC(=O)N(C)C[C@H]1Oc2c(NC(=O)C3CCOCC3)cccc2C(=O)N([C@@H](C)CO)C[C@H]1C,0.6
CO[C@H]1CC[C@H]2CCOc3ccc(C#N)cc3C(=O)N(C)C[C@@H](C)C(=O)N(C)C[C@H]1O2,-2.0
CCCNC(=O)C[C@H]1CC[C@H]2[C@@H](COC[C@@H](O)CN2C(=O)c2cc(Cl)cc(Cl)c2)O1,-0.9
COc1cccc(S(=O)(=O)Nc2ccc3c(c2)C(=O)N(C)[C@H]2CC[C@H](CC(=O)Nc4ccc(C(C)C)cc4)O[C@@H]2CO3)c1,0.3
C[C@H](CO)N1C[C@H](C)[C@H](CN(C)Cc2ccncc2)Oc2ncc(C#Cc3cccc(F)c3)cc2C1=O,-0.2
O=C(Cc1ccncc1)N1CC[C@@H]2[C@H]1c1cc(Br)ccc1N[C@@H]2CO,25.7
C/C=C/c1ccc([C@@H]2[C@H](CO)N(C(C)=O)[C@H]2CNC(=O)c2ccncc2)cc1,-0.1
CCC(=O)Nc1ccc2c(c1)C(=O)N(C)C[C@@H](OC)[C@H](C)CN(CC1CCCCC1)[C@@H](C)CO2,-0.5
CO[C@@H]1CC[C@@H]2CCOc3ccc(C#N)cc3C(=O)N(C)C[C@@H](OC)[C@H](C)C(=O)N(C)C[C@@H]1O2,-0.5
C[C@H](CO)N1C[C@H](C)[C@H](CN(C)C(=O)C2CCCCC2)OCCCC[C@H](C)Oc2ccc(NS(=O)(=O)c3ccccc3)cc2C1=O,3.1
C[C@H](O)C#Cc1ccc([C@H]2[C@@H](CO)N3CCCCN(C(=O)Nc4ccccc4)C[C@H]23)cc1,-1.9
Cc1ccc(S(=O)(=O)Nc2ccc3c(c2)CC(=O)N([C@H](C)CO)C[C@H](C)[C@H](CN(C)C(=O)Nc2ccccc2)O3)cc1,2.8
Cc1noc(C)c1S(=O)(=O)Nc1ccc2c(c1)CC(=O)N([C@H](C)CO)C[C@@H](C)[C@H](CN(C)S(=O)(=O)c1cn(C)cn1)O2,1.3
O=C(N[C@H]1CC[C@@H](CCn2cc(C3(O)CCCC3)nn2)O[C@@H]1CO)C1CCCC1,-0.1
COc1ccccc1NC(=O)N[C@H]1CC[C@H](CC(=O)N2CCC(Cc3ccccc3)CC2)O[C@H]1CO,2.7
O=C(C[C@H]1C[C@@H]2c3cc(NS(=O)(=O)c4ccc(F)cc4)ccc3O[C@@H]2[C@@H](CO)O1)NCc1cccnc1,1.4
C[C@@H]1CN([C@H](C)CO)C(=O)c2cccc(NC(=O)Nc3cccc4ccccc34)c2O[C@@H]1CN(C)Cc1ccc(Oc2ccccc2)cc1,-2.4
Cc1noc(C)c1NC(=O)N(C)C[C@@H]1OCCCC[C@@H](C)Oc2ccc(NS(=O)(=O)c3ccccc3)cc2C(=O)N([C@H](C)CO)C[C@H]1C,2.2
CN1C(=O)c2cc(NC(=O)c3cccs3)ccc2OC[C@H]2O[C@H](CC(=O)NCC3CC3)CC[C@@H]21,0.7
C[C@@H]1CCCCO[C@H](CN(C)C(=O)Nc2cccc3ccccc23)[C@H](C)CN([C@@H](C)CO)C(=O)c2cc(NS(=O)(=O)c3cn(C)cn3)ccc2O1,1.1
C[C@H]1CN([C@@H](C)CO)C(=O)c2cccc(NC(=O)C3CCCCC3)c2O[C@H]1CN(C)S(=O)(=O)c1ccc(F)cc1,-0.9
CO[C@@H]1CN(C)C(=O)c2ccc(NC(=O)C3CC3)cc2OC[C@H](C)N(C(=O)CN(C)C)C[C@@H]1C,-0.9
COc1ccc(-c2ccc3c(c2)O[C@@H](CN(C)C(=O)c2ccccc2F)[C@@H](C)CN([C@H](C)CO)S3(=O)=O)cc1,-0.4
C[C@@H]1CN([C@@H](C)CO)S(=O)(=O)c2ccc(C#Cc3ccc(F)cc3)cc2O[C@H]1CN(C)C(=O)NC1CCCCC1,-1.8
OC[C@H]1[C@@H](c2ccc(Br)cc2)[C@@H]2CN(Cc3ccccn3)CCCCN12,3.4
C[C@@H]1CN([C@H](C)CO)C(=O)Cc2cc(NS(=O)(=O)c3cccs3)ccc2O[C@H]1CN(C)Cc1ccc2c(c1)OCO2,1.6
CCC(=O)Nc1ccc2c(c1)C(=O)N(C)C[C@@H](OC)[C@H](C)CN(Cc1cccnc1)[C@H](C)CO2,-3.0
C[C@@H]1CN([C@@H](C)CO)C(=O)c2cc(NC(=O)C3CCCCC3)ccc2O[C@@H](C)CCCCO[C@H]1CN(C)Cc1ccc(C(F)(F)F)cc1,-2.0
O=C(Cc1cccnc1)N1CCCCN2[C@H](CO)[C@H](c3ccc(C#CC4CC4)cc3)[C@@H]2C1,-0.9
COCC(=O)N[C@H]1CC[C@H](CC(=O)NCc2ccccc2OC)O[C@@H]1CO,-3.6
C[C@@H]1CN([C@H](C)CO)C(=O)c2cc(NC(=O)Cc3ccccc3)ccc2O[C@H]1CN(C)Cc1ccc2c(c1)OCO2,1.9
COc1ccc(CN(C)C[C@@H]2Oc3c(NC(=O)Nc4ccc(C(F)(F)F)cc4)cccc3C(=O)N([C@@H](C)CO)C[C@@H]2C)cc1,4.0
C[C@@H]1CN([C@H](C)CO)C(=O)c2cc(NC(=O)c3ccncc3)ccc2O[C@@H](C)CCCCO[C@@H]1CN(C)Cc1ccccc1,3.5
COc1cccc(C#Cc2ccc3c(c2)O[C@H](CN(C)C(C)=O)[C@@H](C)CN([C@@H](C)CO)S3(=O)=O)c1,1.4
C[C@@H]1CN([C@H](C)CO)S(=O)(=O)c2ccc(C#Cc3ccccc3)cc2O[C@@H]1CN(C)CC1CC1,-3.3
COCCNC(=O)[C@H]1[C@H](CO)[C@H]2Cn3c(ccc(-c4ccccc4F)c3=O)[C@H]2N1C(=O)C1CC1,-0.9
CCNC(=O)[C@H]1[C@H](CO)[C@H]2Cn3c(ccc(-c4cccnc4)c3=O)[C@@H]1N2Cc1ccccc1,2.8
CCC(=O)Nc1ccc2c(c1)C(=O)N(C)[C@H]1CC[C@H](CC(=O)NCC3CC3)O[C@H]1CO2,-3.6
C[C@H]1CN([C@@H](C)CO)S(=O)(=O)c2ccc(C#CCN(C)C)cc2O[C@@H]1CN(C)C(=O)CC1CC1,-1.0
CCC(=O)N[C@@H]1C=C[C@@H](CC(=O)NCC2CCCCC2)O[C@H]1CO,-0.1
COc1ccccc1CN1[C@@H]2c3cccc(=O)n3C[C@@H]2[C@@H](CO)[C@@H]1C(=O)NCCc1ccncc1,-0.1
CCCNC(=O)Nc1ccc2c(c1)C(=O)N(C)C[C@@H](OC)[C@H](C)CN(Cc1cncnc1)[C@@H](C)CO2,-0.2
C[C@H]1CN([C@@H](C)CO)S(=O)(=O)c2ccc(C#CC3CC3)cc2O[C@H]1CN(C)C(=O)c1cnccn1,0.9
Cc1ccccc1S(=O)(=O)NCC[C@H]1CC[C@@H](NC(=O)Nc2cccc(Cl)c2)[C@H](CO)O1,4.4
O=C(N[C@@H]1CC[C@@H](CCNS(=O)(=O)c2ccccc2)O[C@@H]1CO)c1cccnc1,1.6
O=C(C[C@@H]1CC[C@@H](NC(=O)c2ccncc2)[C@H](CO)O1)Nc1ccccc1,0.9
COCC(=O)Nc1ccc2c(c1)C(=O)N(C)[C@H]1CC[C@@H](CC(=O)NCCc3ccccc3)O[C@@H]1CO2,-1.2
CCCC#Cc1ccc2c(c1)O[C@@H](CN(C)Cc1ccccn1)[C@H](C)CN([C@H](C)CO)S2(=O)=O,1.1
COc1ccccc1C(=O)Nc1ccc2c(c1)C(=O)N(C)C[C@@H](OC)[C@H](C)CN(C(C)=O)[C@H](C)CO2,2.1

# Next results follow.
SMILES,BioA inh
C[C@@H]1CCCCO[C@@H](CN(C)Cc2ccc(C(=O)O)cc2)[C@H](C)CN([C@H](C)CO)C(=O)c2cc(NS(=O)(=O)c3cccs3)ccc2O1,-1.1
COc1ccc(S(=O)(=O)N(C)C[C@@H]2OCCCC[C@@H](C)Oc3ccc(NC(=O)CCCN(C)C)cc3C(=O)N([C@H](C)CO)C[C@@H]2C)cc1,0.5
CO[C@H]1CN(C)C(=O)c2cc(NC(=O)Nc3ccccc3Cl)ccc2OC[C@@H](C)NC[C@H]1C,1.0
C[C@@H]1CN([C@@H](C)CO)C(=O)Cc2cc(NC(=O)Nc3ccccc3)ccc2O[C@@H]1CN(C)C(=O)NC1CCCCC1,-4.2
COc1ccc(CN2[C@H](CO)[C@H]3c4ccccc4NC[C@H]32)cc1,-3.9
O=C(C[C@@H]1C=C[C@@H](NC(=O)C2CCOCC2)[C@H](CO)O1)NCC1CCCCC1,2.8
O=C(C[C@@H]1C[C@H]2c3cc(NC(=O)Nc4ccc(C(F)(F)F)cc4)ccc3O[C@H]2[C@H](CO)O1)NCc1ccc2c(c1)OCO2,0.0

# Screening results as filed in PubChem BioAssay.
